Screens as filed in PubChem.
Pin1 inh: blocks the human prolyl isomerase Pin1. Q13526. Pin1 FP peptide displacement, HiFluor488, 10 min. Potency, µM (top dose mostly 115 µM), for inactives: at the top dose activity, negative = inhibition, usual class: inhibitors. 0.009% of 390,000 active. AID 504891; active = well fitted inhibition curve with a large enough effect in the polarisation, with a control signal flat, not every such curve was filed as active; inconclusive = small, poorly fitted or top-dose-only effect, or effect the other way, or a change in a side signal; inactive = no such curve, though single readings can be large or run the other way; the % refers to the polarisation; also: potency is read from the fitted curve at half-maximal effect; % is scaled to controls: 0 for no effect and ±100 for the full control effect
Target sequence (Q13526 whole entry, looked up): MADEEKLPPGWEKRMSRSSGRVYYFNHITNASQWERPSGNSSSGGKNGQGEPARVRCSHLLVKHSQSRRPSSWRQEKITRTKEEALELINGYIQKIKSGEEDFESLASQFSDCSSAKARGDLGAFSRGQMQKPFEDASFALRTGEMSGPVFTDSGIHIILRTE
PGK inhibitor: T. brucei PGK inhibition; P07378; PGK/GAPDH coupled, Kinase-Glo luminescence, 60 min; Potency, µM (titrated, usually from 57.5 µM), without a hit: at the highest dose activity change, negative = inhibition, hits mostly inhibitors; 0.043% of 380,000 active; also: potency is read from the fitted curve at half-maximal effect; % is scaled to controls: 0 for no effect and ±100 for the full control effect; nearly all actives have a fitted effect of over 60% in size
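Luminescent ATP detection (Kinase-Glo Plus) follows a 60-minute room-temperature incubation, with wells lacking PGK as controls. Buffer: 100 mM TEA (pH 7.6), 5 mM MgCl2, 0.01% Tween-20. Coupling enzyme GAPDH (100 nM final) supplies unstable 1,3-BPG in-well.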
PI4K2A block: PI4K2A (human) kinase inhibition. activity change, negative = inhibition, % at 76.9 µM. purified PI4K2A, ADP-Glo luminescence, 1 h; hits give low values. Q9BTU6. AID 1346378. 0.13% of 420,000 active; in the data active = activity change below about -50%; inconclusive = mostly about -30% to -49%;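 also: -100% = wells without enzyme as full effect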
Target sequence (Q9BTU6 whole entry, looked up): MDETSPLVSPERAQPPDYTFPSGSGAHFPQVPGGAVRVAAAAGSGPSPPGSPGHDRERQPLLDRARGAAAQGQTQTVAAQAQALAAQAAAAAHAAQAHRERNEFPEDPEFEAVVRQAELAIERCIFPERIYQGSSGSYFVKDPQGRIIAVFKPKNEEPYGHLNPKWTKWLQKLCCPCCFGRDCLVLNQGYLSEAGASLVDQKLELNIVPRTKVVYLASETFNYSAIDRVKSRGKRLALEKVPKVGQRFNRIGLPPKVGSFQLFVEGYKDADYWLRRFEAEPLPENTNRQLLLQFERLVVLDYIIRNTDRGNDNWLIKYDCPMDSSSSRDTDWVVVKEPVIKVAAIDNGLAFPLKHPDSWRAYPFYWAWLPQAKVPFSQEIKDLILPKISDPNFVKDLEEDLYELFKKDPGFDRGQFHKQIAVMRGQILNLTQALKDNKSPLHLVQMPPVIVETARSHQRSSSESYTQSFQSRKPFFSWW
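In this quantitative HTS, ADP production by PI4K2A was quantified luminescently after 1 h at ambient temperature; 100 microM adenosine served as plate-quality control.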
IDH1 R132H inh: inhibitors of human mutant IDH1 R132H | O75874 | IDH1-R132H enzyme, NADPH consumption, diaphorase/resazurin fluorescence | Potency, µM (top dose mostly 76.6 µM), inactives show at the top dose activity change, negative = inhibition, actives largely listed as inhibitors | 0.093% of 390,000 active; also: potency is read from the fitted curve at half-maximal effect; % is scaled to controls: 0 for no effect and ±100 for the full control effect; nearly all actives have a fitted effect of over 65% in size
Target sequence (O75874 whole entry R132H, stated change not applied): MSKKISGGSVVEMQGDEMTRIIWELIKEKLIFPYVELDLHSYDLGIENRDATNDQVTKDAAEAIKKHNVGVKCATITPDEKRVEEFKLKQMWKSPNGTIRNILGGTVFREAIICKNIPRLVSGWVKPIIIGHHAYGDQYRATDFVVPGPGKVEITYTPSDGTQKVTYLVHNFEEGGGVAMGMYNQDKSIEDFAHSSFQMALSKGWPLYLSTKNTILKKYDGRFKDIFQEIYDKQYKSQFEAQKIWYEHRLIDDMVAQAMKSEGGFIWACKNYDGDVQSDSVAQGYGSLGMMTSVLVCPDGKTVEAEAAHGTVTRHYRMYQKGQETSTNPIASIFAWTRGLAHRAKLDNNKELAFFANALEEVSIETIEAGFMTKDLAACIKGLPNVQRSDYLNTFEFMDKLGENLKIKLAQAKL
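IDH1-R132H (0.5 ug/mL) preincubated 30 min with compound, then NADPH (0.016 mM) and alpha-KG (2 mM) added; 80 min at RT, pH 7.5. Remaining NADPH coupled via diaphorase/resazurin to fluorescence (540/590 nm); concentration-response curves normalized to no-enzyme control.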
HP1b chromo inh: HP1-beta chromodomain-methylated histone interaction inhibition. 0.56% of 390,000 active. Potency, µM (highest dose often 114 µM), for inactives: at the top dose activity change, negative = inhibition, usual class: inhibitors. P83916. AlphaScreen HP1-beta / biotin-H3K9me3 peptide binding; also: potency is read from the fitted curve at half-maximal effect; nearly all actives have a fitted effect of over 70% in size; inactives centre near 23
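HP1-beta protein (50 nM final) preincubated 30 min at room temperature with biotinylated H3(1-18)K9me3 peptide (50 nM) in PBS pH 7.4, 0.01% Tween-20, then compound added for 30 min. AlphaScreen streptavidin donor/nickel chelate acceptor beads (10 ug/mL final), 30 min dark, luminescence read.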
GLS inh: inhibitors of human glutaminase (GLS). AID 624170. Potency, µM (doses to about 45.5 µM), inactives show at the highest dose activity change, negative = inhibition, usual class: inhibitors. O94925. 0.21% of 410,000 active. GLS enzymatic activity, qHTS titration; also: potency is read from the fitted curve at half-maximal effect; % is scaled to controls: 0 for no effect and ±100 for the full control effect
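Enzyme dispensed in phosphate buffer (45 mM, pH 8.2, 0.02% Tween-20), compounds pinned in, then 1 mM L-glutamine solution and the glutamate oxidase–HRP–Amplex Red mix added; fluorescence read immediately and again after 30 min at room temperature.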
USP1 inh: USP1/UAF1 (human) deubiquitinase inhibition; O94782; recombinant USP1/UAF1, Ub-Rhodamine cleavage fluorescence; Potency, µM (series often up to 57.1 µM), for the others: top-dose activity change, negative = inhibition, hits mostly inhibitors; 0.23% of 390,000 active; AID 743255; also: potency is read from the fitted curve at half-maximal effect; % is scaled to controls: 0 for no effect and ±100 for the full control effect; nearly all actives have a fitted effect of over 60% in size; inactives centre near -12
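Step one: compound is pinned into 1nM USP1/UAF1 in HEPES pH 7.8 buffer with TCEP. Step two: 15 min room-temperature incubation. Step three: Ub-Rho (150nM final) starts cleavage, tracked by fluorescence over six one-minute reads.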
TrxR1 substrate: substrates of rat thioredoxin reductase 1; Potency, µM (top dose mostly 114 µM), for inactives: at the top dose activity change, negative = substrate turnover; O89049; AID 588456; purified TrxR1 substrate turnover, NADPH consumption readout; 0.01% of 390,000 active; also: potency is read from the fitted curve at half-maximal effect; % is scaled to controls: 0 for no effect and ±100 for the full control effect; nearly all actives have a fitted effect of over 50% in size
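Rat TrxR1, dispensed at 90 nM, was prereduced with 400 uM NADPH (final) for 5 min at ~22 deg C, then incubated with compound 15 min before 400 uM selenite. A first-read NADPH fluorescence drop versus no-compound background flagged substrates.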
TrxR1 inh: blocks rat thioredoxin reductase 1 | Potency, µM (series often up to 114 µM), inactives show at the top dose activity change, negative = inhibition, hits mostly inhibitors | recombinant rTrxR1, NADPH fluorescence consumption, selenite substrate | AID 588453 | 1% of 390,000 active | O89049; also: potency is read from the fitted curve at half-maximal effect; % is scaled to controls: 0 for no effect and ±100 for the full control effect; nearly all actives have a fitted effect of over 65% in size
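Rat TrxR1 (90 nM in the dispensed reagent) was pre-reduced with 400 uM NADPH for 5 min at room temperature, then incubated with compound for 15 min. After 400 uM selenite was added, NADPH fluorescence (Ex 340/Em 450 nm) was followed for 8 min.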
Active calls of the source: *; i = inactive; ? = inconclusive; nt = not tested or not shown; & = joins results of further samples; [ ] = another dose, or the depositor's remark. Unless noted, calls follow the shape of the dose curve; as a rule, active = well fitted curve in the direction sought with a large enough effect; inconclusive = small, poorly fitted or top-dose-only effect, or another doubt; inactive = no such curve, though single readings can be large; an effect the other way counts as inactive or inconclusive. Some of the compounds tested; the hit share may differ from the screen's.

Results follow in this order: Pin1 inh	PGK inhibitor	PI4K2A block	IDH1 R132H inh	HP1b chromo inh	GLS inh	USP1 inh	TrxR1 substrate	TrxR1 inh
CCC(C)(C)NC(=O)C(c1ccc(F)cc1)N(Cc1ccco1)C(=O)c1snc(C(N)=O)c1N (stereo unspecified)
 : -9%	nt	8	4%	57%[activator]	0%	-1%	15%	9%
CCC(C(=O)OCCOCCN(CC)CC)c1ccccc1 (stereo unspecified)
 : -9%	i	-5&3	20%	10%	8%&0%	-3%	4%	27%
COCCN(C(=O)c1ccccc1)c1nc(-c2ccc(OC)cc2)cs1
 : -6%	i	0	4%	69%[activator]	-2%	?	3%	25%
CCOc1ccc(NC(=O)c2nn(C)c3c2COc2ccccc2-3)cc1
 : 2%	7%	-6	-12%	20%	5%	4%	-6%	?
NC(=O)CSc1nc2c(oc3ccccc32)c(=O)n1-c1ccccc1F
 : 2%	-3%	6	0%	38%	-2%	-19%	1%	6%
CCN1C(=O)[C@H]2[C@@H](c3ccc(C)cc3)N3C(=O)N(c4cccc(Cl)c4)C(=O)[C@@]3(C)[C@H]2C1=O
 : -1%	1%	-1	-14%	33%	0%	-23%	-3%	2%[57.1 µM]
CC(/C=N/N1CCN(c2ccccc2)CC1)=C\c1ccco1
 : 1%	?	?	-3%	-17%	32%	-14%	5%[57.1 µM]	27%[57.1 µM]
COc1ccc(NC(=O)c2cc(-c3ccncc3)nc3ccc(Br)cc23)cc1OC
 : 0%	-2%	-3	4%	23%	-13%	-18%	-5%	-4%
Cc1c(Cl)cccc1NC(=O)CSc1nncn1-c1ccccn1
 : 6%	2%	4	11%	-5%	2%	-23%	0%	6%
CCc1ccccc1N(C)C(=O)c1cnc(N2CCOCC2)c2ccccc12
 : -2%	-2%	2	2%	12%[57 µM]	4%	-19%	-1%[57.1 µM]	12%[57.1 µM]
CC1(C)C(=O)C2(CCCC2)C(=O)OC1c1ccco1 (stereo unspecified)
 : 2%	-8%	4	7%	14%	5%	1%	6%[57.1 µM]	7%[57.1 µM]
Cc1ccc([C@H]2N[C@]3(CCCN(Cc4ccccc4)C3=O)[C@H]3C(=O)N(Cc4ccccc4)C(=O)[C@@H]23)cc1
 : nt	4%	3	15%	nt	-5%	-16%	nt	nt
O=C(Cc1ccc(Br)cc1)Nc1ccccc1Cl
 : 0%	-17%	-1	1%	43%[activator]	6%	-22%	2%	10%
COC(=O)c1cnc2ccccc2n1
 : 6%	-2%	2	0%	27%	11%	1%	-6%	-13%
COc1ccc(/C=C/C(=O)N2CCC(c3ccccc3)C2)cc1 (stereo unspecified)
 : -4%	1%	-4	0%	36%	7%	-1%	-4%	3%
Cc1noc(NS(=O)(=O)c2ccc(N3CC(O)=C(c4ccccc4)C3=N)cc2)c1C
 : 6%	9%	-2	-1%	18%	12%	-8%	-4%	-2%
N#Cc1c(C(F)(F)F)cc(-c2cccs2)nc1SCc1ccc(F)cc1
 : 0%	i	0	13%	50%[activator]	-3%	-9%	8%	?
CCOc1cc(/C=C(/C#N)C(=O)Nc2ccc(OC)cc2)ccc1OCc1ccc(C(=O)O)cc1
 : nt	?	-16	-15%	-1%	?	-27%	-4%	-5%
CCCCn1cnc2c([nH]c3ccccc32)c1=O
 : 1%	-3%	2	9%	38%	3%	-11%	-1%	-10%
O=C(c1cccs1)n1nc(-c2ccccc2)nc1NCc1ccco1
 : 14%	i	-3	1%	-8%	39%[activator]	-22%	3%	-2%
COc1ccc(S(=O)(=O)n2nc(OC(=O)c3cccs3)cc2NC(=O)c2cccs2)cc1
 : 0%	i	30	1%	50%[activator]	3%	-14%	-1%[57.1 µM]	14%[57.1 µM]
Cc1nc([N+](=O)[O-])cn1CCCCN1C(=O)c2ccccc2C1=O
 : 6%	i	3	-3%	33%[activator]	-2%	-22%	-2%	21%
Cn1c(SCC(=O)c2ccccc2F)nnc1C1CC1
 : -3%	i	4	0%	-3%	4%	-11%	-4%	?
CSc1cccc(NC(N)=S)c1
 : 1%	-4%	-4	0%	22%	15%	-5%	-6%	-34%
Cn1cccc1C(=O)NC(=O)COC(=O)CCNS(=O)(=O)c1ccc(Cl)cc1
 : 3%	6%	-4	-4%	3%	2%	-6%	-4%	5%
COc1ccc(CCNC(=O)c2cc(S(=O)(=O)N3CCOCC3)ccc2N2CCCC2)cc1OC
 : 2%	i	-1	8%	10%	1%	-12%	-3%	10%
CC1(C)CC(CCNC(=O)c2ccco2)CC(C)(C)N1
 : 3%	6%	-6	-3%	-4%	0%	-2%	-6%	-10%
CN(C[C@@H](Cc1cccc2ccccc12)N(C[C@H](Cc1ccccc1)N(CCc1ccccc1)N=O)N=O)N=O
 : 59%[activator]	2%	-4	0%	43%[activator]	0%	10%	-6%	-6%
C[C@]12c3[nH]c4cc(-c5ccco5)ccc4c3CCN1C(=O)[C@@H](CC(=O)NCCC1=CCCCC1)C[C@@H]2C(=O)N1CCOCC1
 : 28%	-7%	-1	13%	?	-10%	-32%	21%	-1%
CC(=O)NC12CC3CC(C1)CC(C(=O)NCC(=O)Nc1c(C)cc(C)cc1C)(C3)C2
 : -5%	0%	-8	0%	24%	10%	2%	-1%	22%
CCOC(=O)C1(CCOC)CCN(C/C=C/c2ccccc2OC)CC1
 : -3%	-4%	1	1%	13%	2%	-14%	7%	15%
Cc1ccc(CN2CCN(C3CSCCSC3)CC2CCO)cc1 (stereo unspecified)
 : -1%	-2%	1	-1%	28%	6%	-26%	2%	14%
COc1cc(SC)ccc1C(=O)Nc1cccc(C)n1
 : ?	2%	1	7%	34%	0%	-8%	-11%	-4%
COC1C(OC(=O)/C=C/C=C/C=C/C=C/C(=O)O)CCC2(CO2)C1C1(C)OC1CC=C(C)C (stereo unspecified) (tested in a mixture with another compound)
 : -2%	4%	5	0%	28%	-9%	-9%	-9%[57.1 µM]	0%[11.4 µM]
O=S(=O)(NCC(c1cccs1)N1CCc2ccccc2C1)c1ccccc1 (stereo unspecified)
 : 2%	-3%	1	-7%	24%	-2%	-14%	-6%[57.1 µM]	-4%[57.1 µM]
c1coc(C2=NC(c3ccco3)C(c3ccco3)N2)c1 (stereo unspecified)
 : -3%	-6%	-2	2%	9%	1%	-6%	33%[activator]	-11%
COc1cc2cc(CN(Cc3nnnn3Cc3ccco3)C3CCCCC3)c(=O)[nH]c2cc1OC
 : ?	i	-6	6%	-16%	?	-24%	24%	11µM*
CC1(C(=O)NNC(=S)NCc2ccco2)CC1(Cl)Cl (stereo unspecified)
 : 4%	5%	5	4%	47%[activator]	-8%	1%	-1%	1%
O=[N+]([O-])c1ccc2nc(NN=Cc3ccc(O)cc3)sc2c1
 : ?	-4%	5	5%	-14%	3%	-1%	2%	12%
CS(=O)(=O)N(CC(=O)NCCC1=CCCCC1)c1ccc2c(c1)OCO2
 : 1%	nt	-7	7%	11%	4%	0%	9%	24%
Cc1nn(-c2ccccc2)c(C)c1C(=O)OCC(=O)N1c2ccccc2NC(=O)C1(C)C
 : -13%	9%	5	-5%	3%	18%	-9%	6%[57.1 µM]	-12%[57.1 µM]
Cc1ccc(NC(=O)CCNS(=O)(=O)c2cccc3nonc23)cc1
 : 0%	0%	0	2%	7%	13%	-8%	-7%	-6%
Nn1c(SCc2cc([N+](=O)[O-])cc3c2OCOC3)nnc1-c1ccccn1
 : -1%	2%	4	-2%	-2%	0%	-14%	0%	9%
COc1cc2c(cc1OC)C(C(=O)Nc1cccc(C)n1)C(c1cccnc1)N(C)C2=O (stereo unspecified)
 : -9%	-4%	1	-2%	37%	11%	-19%	12%[57.1 µM]	5%[57.1 µM]
CN(c1ccc(OCC(=O)N2CCC(C(N)=O)CC2)cc1)S(=O)(=O)c1cccs1
 : 2%	-6%	-9	14%	29%	5%	-12%	9%[57.1 µM]	-2%

Quoted from the listing:
IDH1 R132H inh, `O=C(Cc1ccc(Br)cc1)Nc1ccccc1Cl` : 1%
TrxR1 inh, `O=[N+]([O-])c1ccc2nc(NN=Cc3ccc(O)cc3)sc2c1` : 12%

(listing goes on)
Results follow in this order: Pin1 inh	PGK inhibitor	PI4K2A block	IDH1 R132H inh	HP1b chromo inh	GLS inh	USP1 inh	TrxR1 substrate	TrxR1 inh
CCOc1ccc(/C(O)=C2/C(=O)C(=O)N(c3cc(C)on3)C2c2ccc(C(=O)OC)cc2)cc1 (stereo unspecified)
 : -4%	-9%	0	-3%	11%	12%	0%	-15%	-18%
Cc1ccccc1Nc1c(-c2ccccn2)nc2c(C)cccn12
 : 1%	-3%	0	12%	?	?	-12%	-6%	3%
O=C1CC2(CCN(C(=O)c3ccccc3F)CC2)Oc2ccccc21
 : 5%	-2%	-2	0%	22%	-9%	-11%	21%	2%
O=C(COc1ccccc1Br)N1CCN(C(=O)c2ccco2)CC1
 : -5%	0%	-5	-25%	40%[activator]	3%	1%	1%	-7%
COc1cc(/C=N/NC(=O)c2cc(C)oc2C)cc(OC)c1OC
 : 8%	i	-3	4%	57%[activator]	-1%	-21%	0%	8%
